Bioassay records deposited in PubChem BioAssay by several laboratories.
OX1R antag-1: OX1R (HCRTR1) antagonists, primary screen, fluorescence, CHO/OX1R cells, Fluo-8 calcium, orexin A; inhibition, % at 5 µM; 0.43% of 330,000 active; Fluo-8 calcium fluorescence; Orexin/Hypocretin receptor type 1 (Homo sapiens), O43613; AID 434989, 2010;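 active means inhibition above its plate's threshold, mean inhibition of all tested compounds on the plate plus 3 SD, cut at about 37% in these data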;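 further: 0% = orexin A challenge wells and 100% = SB-334867-A antagonist wells; not every result past the cut was called active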
Target sequence (O43613 whole entry, looked up): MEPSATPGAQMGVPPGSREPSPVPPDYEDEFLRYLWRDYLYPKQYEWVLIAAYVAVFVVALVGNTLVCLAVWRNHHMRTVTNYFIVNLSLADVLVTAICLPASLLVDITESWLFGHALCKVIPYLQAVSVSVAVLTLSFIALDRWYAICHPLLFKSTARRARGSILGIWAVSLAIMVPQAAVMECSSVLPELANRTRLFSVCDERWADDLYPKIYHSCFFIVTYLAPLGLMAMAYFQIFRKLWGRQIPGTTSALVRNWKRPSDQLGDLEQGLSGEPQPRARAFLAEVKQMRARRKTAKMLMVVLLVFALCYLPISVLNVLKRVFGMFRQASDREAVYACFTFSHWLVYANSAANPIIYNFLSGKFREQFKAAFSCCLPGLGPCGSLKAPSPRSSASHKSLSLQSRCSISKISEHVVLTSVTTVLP
STK33 inh: inhibitors of purified STK33 kinase, primary screen, biochemical, ADP-Glo luminescence, homogeneous, cell-free. Serine/threonine-protein kinase 33 (Homo sapiens), Q9BYT3. MBP phosphorylation. inhibition, % at 10 µM. 0.073% of 320,000 active;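 active means inhibition at or above 25%, using the most active replicate where run in duplicate; inactive means inhibition below 25%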
Target sequence (Q9BYT3 whole entry, looked up): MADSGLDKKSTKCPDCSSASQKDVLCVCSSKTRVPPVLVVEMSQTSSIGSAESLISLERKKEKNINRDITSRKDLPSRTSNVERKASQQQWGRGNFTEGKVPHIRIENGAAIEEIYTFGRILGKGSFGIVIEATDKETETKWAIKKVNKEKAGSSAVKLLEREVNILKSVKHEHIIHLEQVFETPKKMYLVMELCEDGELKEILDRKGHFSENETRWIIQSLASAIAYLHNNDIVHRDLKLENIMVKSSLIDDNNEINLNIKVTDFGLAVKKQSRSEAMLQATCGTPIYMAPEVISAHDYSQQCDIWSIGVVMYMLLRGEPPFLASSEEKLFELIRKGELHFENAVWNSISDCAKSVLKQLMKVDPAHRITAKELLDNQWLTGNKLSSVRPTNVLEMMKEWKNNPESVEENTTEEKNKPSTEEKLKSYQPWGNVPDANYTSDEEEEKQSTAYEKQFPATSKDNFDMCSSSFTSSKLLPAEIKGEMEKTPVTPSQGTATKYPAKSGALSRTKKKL
OX1R antag-2: antagonists of human orexin 1 receptor (OX1R). Orexin/Hypocretin receptor type 1 (Homo sapiens), O43613. OX1R-expressing cells, FRET antagonist read-out. inhibition, % at 6.6 µM. 1.8% of 330,000 active. AID 485270, 2010; in the data active means inhibition mostly above about 38%, no sharp cut-off; inactive means mostly below about 40%;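 further: 0% = agonist challenge alone and 100% = reference antagonist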
Active calls of the source: *; · = no result given.

Start of the data: the first 2 records, ahead of the listing:
SMILES	OX1R antag-1	STK33 inh	OX1R antag-2
CCOC(=O)Cn1nnc2c(sc3nc4c(c(-c5ccc(Cl)cc5)c32)CCC4)c1=O	-27	-1.5	21
CCC(Sc1nc2c(cnn2-c2ccc(Cl)cc2)c(=O)[nH]1)C(=O)OC (stereo not drawn)	-11	0.1	4

The listing, repeating the preview:
SMILES	OX1R antag-1	STK33 inh	OX1R antag-2
CCOC(=O)Cn1nnc2c(sc3nc4c(c(-c5ccc(Cl)cc5)c32)CCC4)c1=O	-27	-1.5	21
CCC(Sc1nc2c(cnn2-c2ccc(Cl)cc2)c(=O)[nH]1)C(=O)OC (stereo not drawn)	-11	0.1	4
O=c1ccc(-c2ccccc2)nn1Cc1ccc(Cl)cc1	-15	-0.4	13
O=C(COC(=O)c1cnccn1)c1ccc(OC(=O)c2ccccc2)cc1	-15	0.3	5
CSc1cccc(NC(=O)/C=C/c2ccco2)c1	-12	-0.4	12
Cc1cccc(NC(=O)c2ccc(N3CCCCC3)c([N+](=O)[O-])c2)n1	-25	-1.3	15
NS(=O)(=O)c1ccc(CNC(=O)/C=C/c2ccc(S(=O)(=O)N3CCOCC3)cc2)cc1	-14	-1.8	17
COc1ccc2cc(C(c3nnnn3CC3CCCO3)N3CCOCC3)c(=O)[nH]c2c1 (stereo not drawn)	-9	-0.1	13
Cc1ccccc1C(=O)NC(=S)NC1CC1	-11	-2.3	9
O=C(Cc1n[nH]c(=O)[nH]c1=O)N/N=C/c1ccccc1	7	-0.6	9
CCOC(=O)C1CCN(C(=O)c2ccc(C)c(S(=O)(=O)N3CCCC3)c2)CC1	-17	-0.3	13
CC1CN(S(=O)(=O)c2ccc(CN3C(=O)c4cccnc4C3=O)s2)c2ccccc2O1 (stereo not drawn)	-11	-1.2	-2
O=C1CC(C(=O)Nc2ccc(F)cc2)S/C(=N\N=C\c2ccco2)N1 (stereo not drawn)	-20	-0.9	16
Cc1ccccc1NC(=O)/C=C/c1ccc([N+](=O)[O-])s1	-22	-0.8	46
C=C(C)COc1ccc(-c2n[nH]c(C)c2-c2ccc(OC)cc2)c(O)c1	-20	-0.4	26
CC(=O)Oc1ccc(C)cc1N1C(=O)c2ccc(C(=O)O)cc2C1=O	2	-2.0	25
CCNC(=O)COC(=O)/C=C/c1cccc([N+](=O)[O-])c1	-21	-0.4	39
Cn1c(/N=C/c2cc(Cl)ccc2O)nc2ccccc21	-8	-1.8	15
CCOC(=O)C1(Cc2ccccc2)CCCN(Cc2ccncc2)C1 (stereo not drawn)	5	0.1	1
CCOc1cc(-c2noc(N)c2C(=O)OC)cc(OCC)c1OCC	-22	-0.9	-4
Cc1ccc(NC(=O)c2ncn(CC(=O)NCc3ccc4[nH]ccc4c3)n2)cc1C	5	·	8
CCOC(=O)c1[nH]cnc1C(=O)NCc1ccccc1	5	0.0	20
CCOC(=O)CN1CC23C=CC(O2)C(C(=O)NC2CCCC2)C3C1=O (stereo not drawn)	-10	-1.1	6
COC(=O)CC1(C(=O)OC)Oc2ccc(Br)cc2C(=O)N1c1ccc(Br)cc1Cl (stereo not drawn)	-16	-1.1	20
CCN(C(=O)c1cc2ccccc2oc1=O)c1cccc(C)c1	-6	0.4	8
COc1ccc(C2=NOC(C(=O)NC(C)C)C2)cc1 (stereo not drawn)	-10	1.7	6
COc1ccccc1NS(=O)(=O)c1ccc(C)c(C(=O)Nc2cc(C)on2)c1	-12	0.1	28
COc1ccc(N(CCC#N)S(=O)(=O)c2ccc(Cl)cc2)cc1	-10	-0.6	11
CCN(C(=O)COC(=O)CNC(=O)c1ccc(C)s1)c1ccccc1	-15	1.0	14
Cc1cccc(C)c1NC(=O)COC(=O)c1cc(=O)c2ccccc2o1	-6	-0.5	5
O=C(COc1ccccc1)NC(=S)Nc1cccc([N+](=O)[O-])c1	-5	0.4	18
CCC(C)NCCCCOc1cc(C)cc(C(C)C)c1 (stereo not drawn)	-19	0.2	8
CCCc1cc(=O)oc2c(C)c(OCC(=O)N3C[C@H]4C[C@@H](C3)c3cccc(=O)n3C4)ccc12	-34	-1.5	10
CCOC(=O)C(=O)CC(=O)c1ccc2c(c1)OCCO2	0	-0.1	16
CCC(NC(=O)Nc1nnc(C(F)(F)F)s1)(C(F)(F)F)C(F)(F)F	65*	0.9	60*
O=C1c2ccccc2C(=O)N1c1cccnc1	9	-2.2	5
COc1ccccc1CNC(=O)C1CCN(Cc2nc(-c3cccc(Cl)c3)oc2C)CC1	-26	0.1	12
COC(=O)c1ccc(CNC(=O)c2ccc3c(c2)S(=O)(=O)N=C2CCCCCN23)cc1	-13	-0.3	-1
CN(C(=O)COC(=O)CNC(=O)c1ccc2ccccc2c1)c1c(N)n(Cc2ccccc2)c(=O)[nH]c1=O	11	-1.4	18
COC(=O)c1cc(S(=O)(=O)NCC2CCN(Cc3cccc(F)c3)CC2)c[nH]1	-8	3.1	5
Cc1cc(C=O)c(C)n1-c1ccc(N2CCOCC2)cc1	4	0.9	27
Cc1nc2ccc(NC(=O)N3CCOCC3)cc2nc1C	-32	-0.1	17
CCN(CC)C(=O)CSc1nc2ccc(NC(=O)CSc3nnc(COc4ccccc4C)n3C)cc2s1	-8	-0.5	17
CCN(CC)S(=O)(=O)c1ccc(Cl)c(C(=O)N2CCc3ccccc32)c1	-17	-2.5	29
CN(C)C(CNC(=O)CCCN1C(=O)c2cccc3cccc(c23)C1=O)c1ccccc1 (stereo not drawn)	-41	1.3	32
Cn1c(SCC(=O)Nc2ccc3[nH]c(=O)[nH]c3c2)nnc1-c1ccccc1	-5	0.8	14
CCOc1ccccc1NC(=O)CCS(=O)(=O)c1ccc(OC)cc1	-18	1.0	6
CCOC(=O)c1sc(NC(=O)Nc2ccc(Cl)cc2)nc1C	43	-0.5	67
CCc1nc(N2CCN(Cc3ccc4c(c3)OCO4)CC2)c2oc3ccccc3c2n1	-39	-0.2	17
O=C(N/N=C/c1c(O)ccc2ccccc12)c1ccc(Br)o1	3	1.3	38

Next results:
SMILES	OX1R antag-1	STK33 inh	OX1R antag-2
O=C(CSc1nccn1-c1cccc(Cl)c1)NO	-9	-1.0	7
C/C=C/C(=O)OCC(=O)Nc1ccc(OC)c(Cl)c1	5	·	13
O=C(O)COc1ccccc1/C=N/NC(=O)CSc1nnc(SCc2ccccc2)s1	-14	-3.4	12
NC(=O)c1c[nH]c2ccccc12	-3	0.5	8
CCCc1nc2cc(Cl)c([N+](=O)[O-])cc2o1	-4	0.3	35
CCN1CCN(C(=O)C2CCN(C(=O)Nc3ccccc3)CC2)CC1	-2	0.4	11
CC(C)(C)CC(=O)N1CCN(c2ccc(S(=O)(=O)N3CCOCC3)cc2[N+](=O)[O-])CC1	-7	-0.9	4
Cc1cnc(C(=O)OCC(=O)c2ccc(F)cc2)cn1	-3	-0.8	5
Cc1cc(C)n2nc(SCC(=O)c3c(N)n(CC(C)C)c(=O)n(C)c3=O)nc2n1	3	1.7	11
O=C(Nc1cccc(C(=O)NC2CCCC2)c1)c1ccccc1	-5	0.8	7

Fetched by compound from the entries so far:
SMILES	OX1R antag-1	STK33 inh	OX1R antag-2
O=C(Nc1cccc(C(=O)NC2CCCC2)c1)c1ccccc1	-5	0.8	7
NC(=O)c1c[nH]c2ccccc12	-3	0.5	8
Cc1cnc(C(=O)OCC(=O)c2ccc(F)cc2)cn1	-3	-0.8	5

Next entries.
SMILES	OX1R antag-1	STK33 inh	OX1R antag-2
CC(NC(=O)COC(=O)c1ccc2c(c1)OCO2)c1ccccc1 (stereo not drawn)	-2	0.6	16
CCC/C(=N\NC(=O)c1csc(C)c1C)c1cccs1	-21	0.4	5
CCSc1nnc(CNc2ccc(C)cc2)n1C	-3	-1.2	8
Cc1nn(C(=O)c2cccc([N+](=O)[O-])c2)c(C)c1Sc1ccccc1	-13	-0.5	53
Oc1ccc(Cl)cc1Nc1nc(NCC2CCCO2)c2ccccc2n1 (stereo not drawn)	-6	1.0	7
O=C(O)c1ccc(COCC(F)(F)F)cc1	-14	-0.7	10
O=C(CCNC(=O)Cn1cnc2ccccc2c1=O)NCCC1=CCCCC1	-10	-1.1	12
CN(C)S(=O)(=O)c1cccc(NC(=S)N2CCc3ccccc32)c1	-35	-1.5	16
Cc1cccc(NS(=O)(=O)c2ccc(C(C)(C)C)cc2)n1	-19	-0.3	-2
CN(Cc1ccccc1NC(=O)c1ccc(S(=O)(=O)N(C)C)cc1)C1CCCCC1	-30	0.8	6

Full records, looked up by structure. Order of screens: OX1R antag-1, STK33 inh, OX1R antag-2
Profile of CCC/C(=N\NC(=O)c1csc(C)c1C)c1cccs1 = -21, 0.4, 5
Profile of CN(Cc1ccccc1NC(=O)c1ccc(S(=O)(=O)N(C)C)cc1)C1CCCCC1 = -30, 0.8, 6
Profile of CCSc1nnc(CNc2ccc(C)cc2)n1C = -3, -1.2, 8
Profile of CC(NC(=O)COC(=O)c1ccc2c(c1)OCO2)c1ccccc1 (stereo not drawn) = -2, 0.6, 16
Profile of Cc1nn(C(=O)c2cccc([N+](=O)[O-])c2)c(C)c1Sc1ccccc1 = -13, -0.5, 53

Next part.
SMILES	OX1R antag-1	STK33 inh	OX1R antag-2
CC(CCCCCCCCC(=O)O)N(CCO)C(=O)OC(C)(C)C (stereo not drawn)	-7	-0.5	19
COc1ccc(N2CCN(c3nc(C)c(C)c(=O)[nH]3)CC2)cc1	-2	-1.3	15
CC(C)(C)OC(=O)C[C@H]1C/C=C\C[C@@H](CC(=O)N[C@@H](CO)Cc2ccccc2)C(=O)NC[C@H](c2ccccc2)OC1=O	0	0.9	18
CCC(C)[C@H](NC(=O)OC(C)(C)C)C(=O)N/N=C/c1ccc2nccnc2c1 (stereo partly drawn)	-22	0.6	19
COc1ccc(Nc2cc(C(=O)NC3CCCC3)c3ccccc3n2)c(OC)c1	-16	0.8	11
CCN1CCN(C(=S)NCC(C)C)CC1	1	-1.2	13
Cc1cc(Cl)ccc1Oc1nc(-c2ccc(F)cc2)ccc1C#N	6	-1.3	6
Cc1ccc2ccc(C)[n+](CCCS(=O)(=O)[O-])c2c1	0	0.4	66
CC(C)Cc1nc2ccccc2[nH]1	-21	0.4	7
COCCCNC(=O)c1ccc(Cn2c(=O)c3ccccc3n(CC(=O)NCc3ccco3)c2=O)cc1	-20	-1.1	-2
COC(=O)c1ccc(NS(=O)(=O)c2ccc(Cl)cc2)o1	4	-2.6	9
COc1cc(C(=O)N2CCN(C3CCC(C)CC3)CC2)cc(OC)c1OC (stereo not drawn)	-18	-0.7	5
CCN1CCCC1CNc1ncnc2c1[nH]c1ccc(Cl)cc12 (stereo not drawn)	-16	0.6	32
CC1(C)OC(=O)N(Cc2ccco2)C1(C)O (stereo not drawn)	-3	-2.5	6
COc1ccc(CC(=O)NCC(=O)NC(Cc2ccccc2)C(=O)O)cc1 (stereo not drawn)	-7	-0.3	7
O=C(COc1ccccc1)N(Cc1cc2ccccc2[nH]c1=O)CC1CCCO1 (stereo not drawn)	-24	-0.4	12
Cc1cccn2cc(-c3cccc(S(=O)(=O)N4CCOCC4)c3)nc12	-23	0.1	1
CC(C)CNC(=O)C1Nc2ccccc2C2C=CCC12 (stereo not drawn)	-14	-1.8	11
NC(=O)c1nc(C(=O)N2CCN(c3ccccc3)CC2)c2ccccc2n1	-2	7.4	7
O=C(COC(=O)Cc1ccc(Br)cc1)NC1CCCCC1	-13	-0.6	4
COc1cccc(NC(=O)/C=C/c2ccc(S(=O)(=O)N3CCOCC3)cc2)c1	-6	0.3	-2
Cc1ccc(S(=O)(=O)C/N=C(/NC(=S)N(c2ccccc2)c2ccccc2)c2ccccc2)cc1	3	-0.1	9
CNC(=O)COc1ccccc1C(=O)Nc1ccc2c(c1)oc1ccccc12	2	-0.8	22
CCOc1ccccc1OCCN1CCCC1	-9	-1.8	2
O=c1c2ccccc2nc(/C=C/c2cc(Br)ccc2O)n1CCO	-21	-0.2	15
COCCn1nnnc1CN1CCN2CCCC2C1 (stereo not drawn)	4	-1.8	10
CN1CCN(c2ccc(-c3ccnn3C(=O)Nc3ccccc3)cc2)CC1	4	2.4	5
COc1cc(C2CC(=O)C=C(O)C2)cc(OC)c1OC (stereo not drawn)	-36	-1.5	11
COc1cccc(CNC(=S)Nc2ccc(Cl)cc2C)c1	-33	·	6
Nn1c(SCC(=O)Nc2cccc(C(F)(F)F)c2)nncc1=O	-12	1.1	-5
Cc1ccc(Cl)cc1N1CCN(C(=O)C2CCCN(S(=O)(=O)c3cnc[nH]3)C2)CC1 (stereo not drawn)	-20	-1.9	6
COCCN(C(=O)CCC(=O)Nc1cc(C)on1)C(C(=O)NC1CCCC1)c1ccc(C(C)C)cc1 (stereo not drawn)	-18	0.6	25
CCOc1ccc(CN(C)C(=O)[C@H](Cc2ccccc2)NC(=O)OCc2ccccc2)cc1OC	-15	-1.4	19
COc1ccc(NC(=S)N(CCN(C)C)C(C)c2ccco2)cc1Cl (stereo not drawn)	-10	-1.3	19
COc1cccc(C(C)NC(=O)Nc2cc(Cl)ccc2OC)c1 (stereo not drawn)	-14	-0.1	15
Cc1ccc2nc(C)cc(NCCO)c2c1	10	0.4	6
O=C(Nc1ccc(Cl)cc1)N1CCC(c2nc(-c3ccccc3Cl)no2)CC1	32	0.0	45
O=c1[nH]c(CN2CCN(c3ccccn3)CC2)nc2c(Br)cc(Br)cc12	-10	-0.7	19
